Screening results (PubChem)
TEAD-YAP block: TEAD-YAP interaction inhibition; AID 1259422; inhibition, % at 9.12 µM; 640,000 tested, 1.4% active; HEK-TIYL cells, TEAD-Gal4/YAP UAS-luciferase luminescence; in the data active = inhibition above about 32%;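 also: 0% = median of test compound wells and 100% = reference inhibitor wells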
FBW7 act: activators of human E3 ligase FBW7; Q969H0; AlphaScreen FBW7–phospho-cyclin E peptide binding, activator screen; normalized activity (activation), % at 26.1 µM; 650,000 tested, 0.13% active; in the data active = normalized activity above about 1.9%;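 also: purified mutant Fbw7 with reduced substrate affinity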
MITF primary: human MITF inhibition, primary screen | AlphaScreen MITF homodimerization, bead proximity signal | inhibition, % at 2.6 µM | 650,000 tested, 0.91% active; in the data active = inhibition above about 50%;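 also: 0% = vehicle wells with protein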
Target sequence (O75030 whole entry, looked up): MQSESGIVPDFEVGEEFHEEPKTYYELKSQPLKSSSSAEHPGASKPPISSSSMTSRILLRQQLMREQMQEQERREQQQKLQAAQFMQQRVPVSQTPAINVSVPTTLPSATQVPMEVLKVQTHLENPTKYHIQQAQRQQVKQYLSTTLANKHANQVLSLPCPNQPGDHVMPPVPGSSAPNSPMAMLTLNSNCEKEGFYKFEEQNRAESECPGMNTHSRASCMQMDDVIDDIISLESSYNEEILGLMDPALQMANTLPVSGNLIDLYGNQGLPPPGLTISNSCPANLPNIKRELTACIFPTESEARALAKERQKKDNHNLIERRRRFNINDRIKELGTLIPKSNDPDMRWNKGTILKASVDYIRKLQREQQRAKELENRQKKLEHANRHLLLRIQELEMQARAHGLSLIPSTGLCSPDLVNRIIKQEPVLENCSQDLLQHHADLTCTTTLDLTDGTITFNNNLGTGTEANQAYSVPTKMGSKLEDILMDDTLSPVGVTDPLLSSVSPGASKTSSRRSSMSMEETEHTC
GPR151 ag: activators of human GPR151; Q8TDV0; PathHunter beta-arrestin GPR151 cells, luminescence; activation, % at 11.2 µM; 650,000 tested, 1% active; AID 1508602; in the data active = activation above about 4.9%;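 also: 0% = median of compound wells and 100% = cells with positive control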
Target sequence (Q8TDV0 whole entry, looked up): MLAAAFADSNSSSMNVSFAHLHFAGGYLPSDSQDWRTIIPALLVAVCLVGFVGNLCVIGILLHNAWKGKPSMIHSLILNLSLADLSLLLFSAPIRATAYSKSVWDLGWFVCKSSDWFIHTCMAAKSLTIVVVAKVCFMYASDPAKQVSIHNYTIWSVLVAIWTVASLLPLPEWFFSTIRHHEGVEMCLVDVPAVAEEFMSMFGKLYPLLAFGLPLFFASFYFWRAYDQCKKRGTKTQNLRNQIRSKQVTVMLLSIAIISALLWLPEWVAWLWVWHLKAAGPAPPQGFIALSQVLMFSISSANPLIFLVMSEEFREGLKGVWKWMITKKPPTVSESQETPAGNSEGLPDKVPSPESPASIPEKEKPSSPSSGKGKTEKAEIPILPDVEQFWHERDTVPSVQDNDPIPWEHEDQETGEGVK
Numbers without * were called inactive.

SMILES	TEAD-YAP block	FBW7 act	MITF primary	GPR151 ag
CCSc1nc2c(c(=O)n1C1CCOC(C)(C)C1)C1(CCCCC1)Cc1ccccc1-2 (configuration not stated)	-4	-0.1	-6	-0.8
CC(C)CC(=O)N1CCC(c2nc3c(nnn3Cc3cccc(F)c3)c(=O)[nH]2)CC1	5	0.0	3	5.6*
COc1cc(NC(=O)NCCCc2ccc(N(C)C)cc2)cc(OC)c1	11	-0.5	15	0.7
CCC(C)(C)C1CCc2c(sc(NC(=O)c3cc(-c4cccc(Br)c4)nc4ccccc34)c2C(=O)OC)C1 (configuration not stated)	-17	0.2	4	0.3
FC(F)(F)c1cccc(Nc2nc(-c3ccccn3)cs2)c1	-4	0.0	5	0.0
CC(C)C(NC(=O)CN(c1ccc(Oc2ccccc2)cc1)S(C)(=O)=O)C(C)C	5	-0.1	1	1.5
Cc1ccc(NC(=O)c2cc3nc(-c4ccc(Cl)cc4)cc(C(F)(F)F)n3n2)cc1	-5	0.0	-6	-0.7
COc1cccc(NC(=O)CCC2CCN(C(=O)[C@H]3C[C@@H]4C=C[C@H]3C4)CC2)c1	0	-0.1	-12	-1.3
Cc1cnc(C(=O)Nc2ccc(C(=O)NC3CC3)cc2)cn1	0	0.1	-17	-0.2
CCOCCn1cnc2sc(C(=O)N3CCN(c4cccc(Cl)c4)CC3)c(C)c2c1=O	12	-0.1	4	0.0
O=C(/C=C/c1ccco1)Nc1ccc(S(=O)(=O)N2CCc3ccccc32)cc1	-5	-0.1	-3	0.3
CCc1c(C(=O)N/N=C/c2cccc(OC)c2O)nnn1-c1nonc1N	74*	-0.1	20	0.4
CCc1cccc(C)c1NC(=O)CSc1nnc(CNC(=O)c2ccccc2)n1C	3	-0.2	-1	-1.9
Cc1noc(/C=C/N(C)C)c1S(=O)(=O)N(C)CC(=O)N1CCc2ccccc21	-6	-0.1	3	-0.2
O=C(Cn1nc(-c2ccccc2)ccc1=O)Nc1ccccc1F	-6	0.0	-13	-0.2
COc1ccc(N(C(C)=O)S(=O)(=O)c2ccc3c(c2)n(C)c(=O)n3C)cc1	-8	-0.2	-2	1.5
Cn1c(SCC(=O)Nc2ccccc2[N+](=O)[O-])nc2ccccc2c1=O	6	0.2	-3	2.6
O=[N+]([O-])c1cc(C2SCCN2S(=O)(=O)c2ccccc2)ccc1Cl (configuration not stated)	1	-0.3	9	1.3
O=C(/C=C/c1ccccc1[N+](=O)[O-])Nc1cccc(Br)c1	-57	0.6	19	0.3
CSCC(=O)N1CCc2ccc(NC(=O)c3ccccc3Cl)cc2C1	-34	0.0	-7	-0.7
COC(=O)CC1C(=O)NCCN1C(=O)CSc1nc2cc(Cl)ccc2s1 (configuration not stated)	-6	0.0	-9	1.6
c1ccc(CN2CCC(Nc3nc(N4CCC(N5CCOCC5)CC4)nc4c3ncn4-c3ccsc3)CC2)cc1	-1	0.0	-16	0.5
Cc1ccc(N(CCCCN2C(=O)c3ccccc3C2=O)C(=O)c2ccc(Cl)cc2Cl)cc1	3	0.2	-11	0.7
CC(C)CNC(=O)Cn1nnc2ccccc2c1=O	-9	-0.1	-2	7.7*
Cn1c(O)c(N=Nc2ccc(S(=O)(=O)O)cc2)c(=O)n(C)c1=O	-9	0.2	23	-1.2
SMILES	TEAD-YAP block	FBW7 act	MITF primary	GPR151 ag
Cc1ccc(OCc2nc(SCc3cc(=O)oc4cc(O)c(O)cc34)n[nH]2)cc1	-7	-0.3	44	3.0
CCCN1CCN(c2ccc(S(N)(=O)=O)cc2[N+](=O)[O-])CC1	8	0.2	-4	1.8
COc1ccc(-n2ncc3c(NCc4ccccn4)ncnc32)cc1	-55	-0.1	0	-0.2
COc1ccccc1C1CC(c2cccnc2)Nc2ncnn21 (configuration not stated)	7	0.1	13	-1.9
CC(=O)Nc1ccc(Nc2nc(Nc3ccccn3)ncc2C)cc1	9	0.1	24	3.1
CC(C)NS(=O)(=O)c1ccc(OCC(=O)N2CCCCC2)c(Cl)c1	5	0.1	15	0.7
CC1=C(C(=O)OC(C)C)C(c2cccc(Br)c2)C2=C(CC(c3ccc(Cl)cc3)CC2=O)N1 (configuration not stated)	-1	1.2	3	0.4
O=C(O)/C=C/C(=O)Nc1ccccc1I	-8	-0.1	-9	-1.4
COc1cccc(OCc2nc(N(C)C)c3cc(-c4cn[nH]c4)ccc3n2)c1	-5	0.1	15	0.7
CCC(C)NC(=O)CN(CCc1ccccc1)S(=O)(=O)c1ccc(OC)cc1 (configuration not stated)	4	1.1	14	-0.6
CCOC(=O)CNC(=O)COc1coc(CN2CCc3ccccc32)cc1=O	-4	0.3	0	-1.0
CCN1CCc2c(sc(NC(=O)c3ccc(S(=O)(=O)N4CC(C)CC(C)C4)cc3)c2C(=O)OC)C1 (configuration not stated)	8	-0.1	-8	-0.7
CC1=C(C(=O)OCCc2ccccc2)C(c2ccccc2[N+](=O)[O-])C2=C(CC(C)(C)CC2=O)N1 (configuration not stated)	9	-0.1	21	-0.3
Nc1nc(N)c2cc(CCN3CCOCC3)c(-c3ccc(F)cc3)nc2n1	4	0.1	-3	1.4
CC(=O)Oc1cccc(C(=O)Nc2cccc(O)c2)c1	21	0.0	0	-2.2
CC(Cl)(CCl)C(=O)Nc1ccc(Cl)c(Cl)c1 (configuration not stated)	-10	0.1	-3	-0.4
Cc1ccc(C(=O)CC(SCCO)c2ccc([N+](=O)[O-])cc2)cc1 (configuration not stated)	6	0.6	21	-0.9
COc1ccccc1-c1cc(C(=O)NC(C)C)no1	-68	0.1	-5	0.0
COc1cc(C(=O)N2CCN(S(C)(=O)=O)CC2)cc(OC)c1OC	-2	0.2	12	-0.1
O=C(Nc1ccccc1N1CCOCC1)c1ccccc1[N+](=O)[O-]	-13	-0.1	-13	1.3
O=Cc1c(O)n(-c2ccc(Cl)cc2)c(=O)[nH]c1=O	12	2.5*	14	-0.4
Cc1ccc(NC(=O)CCC(=O)OCC(=O)c2ccc3ccccc3c2)c([N+](=O)[O-])c1	6	-0.3	-12	0.3
CCC(C)c1ccccc1OCCCNCCN (configuration not stated)	15	0.1	13	0.9
Cc1cc(OCc2nc(-c3ccccn3)no2)c(C)cc1Br	-51	0.2	7	0.5
COCC(=O)NCC1CCC2(CCN(Cc3cc4ccccc4[nH]3)CC2)O1 (configuration not stated)	3	0.0	5	1.4

Of the compounds above, these have fluorine.
SMILES	TEAD-YAP block	FBW7 act	MITF primary	GPR151 ag
CC(C)CC(=O)N1CCC(c2nc3c(nnn3Cc3cccc(F)c3)c(=O)[nH]2)CC1	5	0.0	3	5.6*
FC(F)(F)c1cccc(Nc2nc(-c3ccccn3)cs2)c1	-4	0.0	5	0.0
Cc1ccc(NC(=O)c2cc3nc(-c4ccc(Cl)cc4)cc(C(F)(F)F)n3n2)cc1	-5	0.0	-6	-0.7
O=C(Cn1nc(-c2ccccc2)ccc1=O)Nc1ccccc1F	-6	0.0	-13	-0.2
Nc1nc(N)c2cc(CCN3CCOCC3)c(-c3ccc(F)cc3)nc2n1	4	0.1	-3	1.4

Complete entries from above:
COc1cc(C(=O)N2CCN(S(C)(=O)=O)CC2)cc(OC)c1OC as listed: TEAD-YAP block = -2; FBW7 act = 0.2; MITF primary = 12; GPR151 ag = -0.1
CC1=C(C(=O)OCCc2ccccc2)C(c2ccccc2[N+](=O)[O-])C2=C(CC(C)(C)CC2=O)N1 (configuration not stated) as listed: TEAD-YAP block = 9; FBW7 act = -0.1; MITF primary = 21; GPR151 ag = -0.3

The list goes on.
SMILES	TEAD-YAP block	FBW7 act	MITF primary	GPR151 ag
CCCn1cnc2sc(C(=O)NCCCN(CC)CC)c(C)c2c1=O	-3	0.1	15	-0.7
CN1C(=O)/C(=C\C=C2/CCCN2C)N(C)C1=S	-3	0.6	8	-1.0
CC(C)N(C(=O)COc1ccc(C2(C)NC(=O)NC2=O)cc1)c1ccccc1 (configuration not stated)	2	-0.1	-16	-0.3
CCOc1ccc(NC(=O)c2c(NCc3ccc(C)o3)sc3c2CCC(C)C3)cc1 (configuration not stated)	-3	-0.1	2	1.8
CC1CCC(C(C)C)C2=C1C(c1ccc(-c3ccccc3)cc1)C(C(N)=O)C(=O)N2 (configuration not stated)	-3	0.3	15	1.3
Cn1ccnc1C1(O)CCN(CC(=O)N2CCCCC2)CC1	-5	1.0	19	0.3
CCn1c(SCC(=O)N2CCc3ccccc32)nnc1-c1ccccc1O	3	0.0	7	0.5
C/C(=N/NC(=O)c1ccoc1C)c1cccc(Br)c1	-13	0.3	14	-7.4
COc1ccccc1N=c1oc2ccc3ccccc3c2cc1-c1nc2ccccc2[nH]1	-3	0.1	-6	0.2
CC(=O)Nc1ccc(NC(=O)CS(=O)(=O)Cc2ccccc2)cc1	-8	1.1	20	-0.8
Cc1cc(C)n2nc(C(=O)Nc3ccc(Oc4ccccc4)cc3)nc2n1	-3	0.2	2	-0.9
COc1ccccc1/C=N/NC(=O)C(=O)NC(C)C	0	0.0	16	0.9
O=C(CN1CCN(C(=O)c2ccco2)CC1)Nc1ccc2c(c1)OCO2	13	-0.2	0	-0.5
Cc1ccc(F)cc1CN1C(=O)CCC1CCNCc1cccnc1 (configuration not stated)	15	-0.1	-3	-0.7
CCCCN1CC(C(=O)NCCc2ccc(C)cc2)CC1=O (configuration not stated)	12	0.4	6	0.0
O=C(CN1CCCC1)NCC(=O)Nc1ccc(F)cc1	-2	-0.2	2	-0.2
Cc1cc(C)n2c(SC/C=C/c3ccccc3)nnc2n1	-3	0.5	12	0.9
O=C(c1ccccc1)c1ccc2c(c1)OCCOCCOc1ccc(C(=O)c3ccccc3)cc1OCCOCCO2	12	0.3	11	-1.1
c1ccc(CNCc2cn3c(-c4ccccc4)nnc3s2)cc1	7	0.1	18	0.5
N=C1/C(=C\c2ccc([N+](=O)[O-])o2)C(=O)N=C2SC(N3CCOCC3)=NN12	10	-0.3	74*	-0.9
Cc1cc2c(nc3s/c(=C/c4cccc(O)c4)c(=O)n32)c(Br)c1C	0	-0.1	-7	1.5
FC(F)(F)c1ccccc1CNCc1ccncc1	9	0.0	6	0.4
COc1ccc(-c2nnc(SCC(=O)Nc3ccc(OC)c(OC)c3)nc2-c2ccc(OC)cc2)cc1	4	0.1	6	0.4
COc1cc(NC(=O)CSC2=C(C#N)C(c3ccc(C)o3)C3=C(CCCC3=O)N2)c(OC)cc1Cl (configuration not stated)	3	0.0	9	-1.0
CCOC(=O)c1c(NC(=O)c2cc(Cl)cc(Cl)c2)sc2c1CCC2	4	0.0	-1	1.5
SMILES	TEAD-YAP block	FBW7 act	MITF primary	GPR151 ag
CCOC(=O)c1sc2nc(SCC(=O)NC3CCCCC3)n(Cc3ccc(F)cc3)c(=O)c2c1C	2	-0.1	7	-0.9
CC(C)Oc1ccccc1/C=N/NC(=O)COc1ccc(C#N)cc1	6	0.2	0	-0.9
NC(=S)N/N=C/C1=C(c2ccccc2)C2C=CC1C2 (configuration not stated)	14	-0.2	-1	-0.4
COc1ccc(OC)c(C2NC(=S)NC(C)=C2C(=O)Nc2ccc(C)cc2C)c1 (configuration not stated)	-2	-0.1	-4	0.8
CC1CCCCC1NC(=O)COc1ccc(C#N)cc1 (configuration not stated)	4	0.3	-15	0.0
N#Cc1cc2c(=O)n3ccccc3nc2n(CCN2CCOCC2)c1=O	9	0.1	16	-0.7
COc1ccc(C2C(C#N)=C(N)N(c3ccccc3)C3=C2C(=O)CCC3)cc1OC (configuration not stated)	4	0.4	-4	-0.7
O=C(CN(C(=O)c1csnn1)c1ccccc1F)NCc1ccccc1	1	-0.3	0	1.2
CC(C)(C)c1csc(NC(=O)COc2ccccc2)n1	-7	0.1	5	0.7
CCc1ccccc1NC(=S)N(CCCN1CCOCC1)C1CCN(C(C)=O)CC1	-3	1.0	12	1.4
O=S(=O)(NC1CCCCCCC1)c1ccc(Cl)s1	-4	0.5	3	0.5
COc1cc2c(cc1OC)C(Nc1ccc(Br)cc1)=NC1(CCCC1)C2	-8	-0.1	7	0.9
CCOC(=O)C(CC)n1cnc2sc3c(c2c1=O)CCC(C)C3 (configuration not stated)	-1	-0.2	-6	-0.9
CCOC(=O)N1CCC(n2c(SCC(=O)NCc3ccco3)nc3ccccc3c2=O)CC1	-1	-0.1	-2	0.7
COC(=O)C1=C(C)N(c2ccc(C)cc2)C(=O)/C1=C\c1cccc(OC)c1O	-9	-0.1	15	-1.7
CCOC(=O)c1c(C)[nH]c(C)c1C(=O)COC(=O)c1ccc(OC)cc1	5	-0.2	-4	0.4
Cc1ccc(NC(=O)C(=O)N/N=C/c2ccc(Br)cc2)cc1	4	0.0	5	2.7
Cc1ccc(S(=O)(=O)c2nc(-c3cccs3)oc2N2CCOCC2)cc1	-10	0.1	-5	0.2
CC(C)c1ccc(/C=C/C(=O)Nc2ccc(S(=O)(=O)Nc3nccs3)cc2)cc1	5	0.2	3	-1.0
O=S(=O)(Nc1ccc(I)cn1)c1ccc(Cl)s1	11	-0.1	6	1.1
Cc1sc2nc(CSC(C)C(=O)OCC(=O)c3ccc[nH]3)[nH]c(=O)c2c1C (configuration not stated)	6	0.0	2	-0.2
CCCN(CCC)CCSc1nc(O)c(C(C)C)c(=O)[nH]1	5	0.0	11	-0.7
COc1ccc(N(CC(=O)Nc2ccc(C)cc2)S(=O)(=O)c2ccccc2)c(OC)c1	-10	0.5	7	-0.7
Nc1nonc1-c1nc2ccccc2n1CC(=O)N/N=C/c1ccncc1	53*	0.1	0	1.0
O=C(NC1CC1)c1cc(NCc2cccnc2)nc2ccccc12	-4	0.2	2	-1.3

3 compounds out of the list, ordered by number of heavy atoms, ascending.
SMILES	TEAD-YAP block	FBW7 act	MITF primary	GPR151 ag
CCCN(CCC)CCSc1nc(O)c(C(C)C)c(=O)[nH]1	5	0.0	11	-0.7
Cc1ccc(NC(=O)C(=O)N/N=C/c2ccc(Br)cc2)cc1	4	0.0	5	2.7
COC(=O)C1=C(C)N(c2ccc(C)cc2)C(=O)/C1=C\c1cccc(OC)c1O	-9	-0.1	15	-1.7
